AHR act: activators of human aryl hydrocarbon receptor. P35869. AHR-responsive luciferase reporter cells, luminescence. activation, % at 5 µM. hit rate 2.5% among 320,000. AID 2796; in the data active = activation above about 47%;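 note: 0% = vehicle wells and 100% = reference agonist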
MEP2 TOR yeast: yeast TOR pathway MEP2-GFP modulation; GFP response vs DMSO, % at 10 µM; AID 2016; hit rate 0.51% among 330,000; S. cerevisiae MEP2-GFP strain, flow cytometry GFP, 3 h; 100% = DMSO control level;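 active = GFP response versus DMSO above a set limit, roughly screen mean plus 3 SD, cut at about 180% in these data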;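 note: median GFP fluorescence of the barcode-gated MEP2-GFP cells per well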
proCasp3 act: procaspase-3 (human) activation. hit rate 0.11% among 330,000. recombinant procaspase-3 D3A, Ac-DEVD-pNA absorbance 405 nm. activation, % at 8.5 µM;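 active = activation above the mean of all tested compounds plus 3 SD, cut at about 21% in these data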;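 note: 0% = DMSO alone and 100% = DMSO wells spiked with extra 5 µM PC-3 D3A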
Target sequence (P42574 whole entry D9A/D28A/D175A): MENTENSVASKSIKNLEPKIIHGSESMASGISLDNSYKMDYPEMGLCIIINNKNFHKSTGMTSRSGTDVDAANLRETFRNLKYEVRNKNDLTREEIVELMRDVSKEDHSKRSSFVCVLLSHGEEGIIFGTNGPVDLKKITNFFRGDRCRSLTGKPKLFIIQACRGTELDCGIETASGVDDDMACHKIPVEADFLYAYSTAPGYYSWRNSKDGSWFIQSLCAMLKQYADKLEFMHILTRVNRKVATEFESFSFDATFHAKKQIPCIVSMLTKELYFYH
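Assay system – Procaspase-3 D3A mutant, all three cleavage aspartates alanine · Controls – DMSO-only low control, 5 µM PC-3 D3A high control · Schedule – 1 h compound preincubation, 2 h substrate hydrolysis at 25 °C · Signal – 405 nm absorbance of p-nitroaniline, reads at 0 and 120 min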
LAP4-GFP MLPCN: yeast TOR pathway LAP4-GFP modulation; S. cerevisiae LAP4-GFP multiplex, flow cytometry GFP, 3 h; median GFP as percent of DMSO wells; GFP response vs DMSO, % at 10 µM; hit rate 0.34% among 320,000;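 active = GFP response vs DMSO above a set limit, about the screen mean plus 3 SD, cut at about 150% in these data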
CIT2-GFP yeast: modulators of TOR pathway CIT2-GFP in S. cerevisiae; GFP response vs DMSO, % at 10 µM; S. cerevisiae CIT2-GFP strain, flow cytometry, 3 h; 100 means same as DMSO wells; hit rate 0.065% among 320,000;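 active = GFP response relative to DMSO above a set limit, near the screen mean plus 3 SD, cut at about 150% in these data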;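 note: ratio of well median GFP fluorescence to mean of DMSO wells on the plate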
RPL19A-GFP yeast: yeast TOR pathway RPL19A-GFP modulation; hit rate 0.3% among 330,000; AID 2025; S. cerevisiae RPL19A-GFP strain, flow cytometry, 3 h; stronger effect = lower value; percent response vs DMSO, % at 10 µM;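 active = percent response vs DMSO below 50%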;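 note: median channel GFP fluorescence of the barcoded RPL19A-GFP strain; ratio of sample median GFP to plate DMSO average so 100% = DMSO; lower means less RPL19A-GFP as with rapamycin TOR inhibition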
AGP1-GFP MLPCN: alters AGP1-GFP fluorescence in TOR pathway yeast screen; S. cerevisiae AGP1-GFP multiplex flow cytometry, 3 h; GFP as percent of DMSO wells; GFP response vs DMSO, % at 10 µM; hit rate 0.02% among 320,000; AID 2066;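 active = GFP response relative to DMSO above a set limit, near screen average plus 3 SD, cut at about 150% in these data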;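 note: median GFP channel fluorescence of the gated AGP1 strain per well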
procasp7 counter: counter-screen: procaspase-7 (human) activation; hit rate 0.093% among 330,000; P55210; activation, % at 8.5 µM; recombinant procaspase-7, Ac-DEVD-pNA absorbance 405 nm; D23A/D198A/D206A triple mutant, cannot self-cleave; scale: DMSO 0, 5 µM enzyme 100;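 active = percent activation above the screen-wide mean plus 3 SD, cut at about 25% in these data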
Target sequence (P55210 whole entry D23A/D198A/D206A): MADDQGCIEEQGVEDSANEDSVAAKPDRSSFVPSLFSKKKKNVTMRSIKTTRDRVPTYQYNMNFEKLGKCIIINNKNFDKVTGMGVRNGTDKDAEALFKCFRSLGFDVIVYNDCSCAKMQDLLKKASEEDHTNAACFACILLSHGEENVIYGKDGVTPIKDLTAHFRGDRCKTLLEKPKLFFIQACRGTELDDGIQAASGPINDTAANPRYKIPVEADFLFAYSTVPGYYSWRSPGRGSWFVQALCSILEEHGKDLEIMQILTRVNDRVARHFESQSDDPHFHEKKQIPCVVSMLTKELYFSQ
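Assay system – Uncleavable procaspase-7 mutant enzyme · Quantity – 2 µM procaspase-7 mutant as dispensed · Times – 1 h preincubation, 2 h reaction · Dosing – single nominal 8.5 µM compound dose, 0.8% DMSO final · Buffer or medium – Zinc-free 50 mM HEPES buffer, pH 7.4, with NaCl and Triton X-100 · Detection – Epi-absorbance of released pNA at 405 nm, two timepoints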
Active calls of the source: *; · = not tested or not shown. Rows were taken by chance. Share with any hit: about 3.5%.

mol,LAP4-GFP MLPCN,MEP2 TOR yeast,procasp7 counter,CIT2-GFP yeast,AGP1-GFP MLPCN,proCasp3 act,AHR act,RPL19A-GFP yeast
CCN(CC(=O)NCc1ccc(Cl)cc1)C(=O)CCC(=O)c1ccc(F)cc1,108,100,-1,108,100,-1,1,100
O=C1C2C3CCC(C3)C2C(=O)N1c1ccc2ccccc2c1 (stereo unspecified),100,110,17,100,100,3,1,103
CC1CCN(c2ccc3nnc(CCC(=O)NCc4ccco4)n3n2)CC1,88,98,9,99,95,10,-1,94
COc1ccccc1NC(=O)c1ccc(NC(=O)CSc2nnnn2C)cc1,93,96,5,91,97,-2,13,92
c1ccc(CNc2c3c(nc4ncnn24)CCCC3)nc1,104,104,-3,113,106,2,0,103
Cc1cccc(Cn2cccc2/C=C2/C(=N)N3C=CSC3=NC2=O)c1,83,97,-2,86,85,-2,10,102
CC(NC(=O)c1ccco1)C(=O)NC(C)c1cc(F)c(Cl)cc1Cl (stereo unspecified),98,106,-2,102,103,5,-3,104
CCCCn1c(N)c(N(CCOC)C(=O)C2CC(=O)N(c3ccc(CC)cc3)C2)c(=O)[nH]c1=O (stereo unspecified),100,96,-5,98,98,7,0,95
CCOC(=O)C1=C(C)N(C)C(=S)NC1c1ccc(Cl)cc1 (stereo unspecified),101,101,12,89,93,-3,5,98
Cc1cccc(Cc2c(C)nc3nc(SCC(=O)NCc4ccco4)nn3c2C)c1,97,96,-13,93,101,0,3,97
Cc1ccc(C(C)(C)C)c(OCCCn2ccnc2)c1,96,99,7,103,100,-2,48*,99
Cc1ccc(-n2ncc3c2ncn2nc(-c4ccco4)nc32)c(C)c1,92,93,12,96,94,7,-7,93
Cc1ccc(NC(=O)Cn2nnc3ccccc32)cc1,112,94,-4,88,104,-5,7,94
CN(c1ccccc1C(=O)Nc1ccc(CC#N)cc1)S(=O)(=O)c1ccccc1,96,99,2,94,99,-4,1,100
Cc1ccc(N2C(=O)C(CN(C)C)C2c2ccccc2)cc1 (stereo unspecified),98,110,7,108,105,2,9,100
O=C(CNC(=O)Cc1cccc2ccccc12)NCc1ccc(F)cc1,81,98,0,90,96,2,2,97
O=C(C[C@@H]1C/C=C\C[C@H](NC(=O)OCC2c3ccccc3-c3ccccc32)C(=O)OC[C@H]2CCCN2C1=O)NCCO,99,98,-2,99,100,2,-4,102
O=C(Nc1cccnc1)C1CCCN(S(=O)(=O)c2cccc3nsnc23)C1 (stereo unspecified),93,99,11,91,98,0,6,101
COCC(=O)Nc1ccccc1C#N,103,102,4,101,104,-2,1,102
COC(=O)c1[nH]c2cc(OC)ccc2c1NC(=O)CCN1CCCC(C)(C)C1,96,99,10,101,99,10,15,98

Results in MEP2 TOR yeast and RPL19A-GFP yeast, for three of the compounds above:
SMILES | MEP2 TOR yeast | RPL19A-GFP yeast
CCOC(=O)C1=C(C)N(C)C(=S)NC1c1ccc(Cl)cc1 (stereo unspecified) | 101 | 98
Cc1cccc(Cc2c(C)nc3nc(SCC(=O)NCc4ccco4)nn3c2C)c1 | 96 | 97
Cc1ccc(C(C)(C)C)c(OCCCn2ccnc2)c1 | 99 | 99

Other structures follow:
mol,LAP4-GFP MLPCN,MEP2 TOR yeast,procasp7 counter,CIT2-GFP yeast,AGP1-GFP MLPCN,proCasp3 act,AHR act,RPL19A-GFP yeast
COc1ccc2c(CC(=O)N3CCc4ccccc43)coc2c1,112,105,-7,81,90,4,-2,94
O=C(N/N=C/c1ccc(OC(F)F)cc1OC(F)F)c1ccc(Br)cc1,98,104,-9,92,96,-1,4,107
CCn1c(=O)cc(OCC(=O)N2CCN(c3cccc(C(F)(F)F)c3)CC2)c2ccccc21,102,110,-5,99,102,2,43,105
Cc1cc(C)cc(NC(=O)CSCc2cc(=O)n3ccsc3n2)c1,106,109,-4,109,104,6,3,101
CCCCCCSc1ccc([C@@H]2[C@H]3C(=O)N(CC)C(=O)[C@H]3[C@]3(C(=O)OC)CCCCN23)cc1,97,99,-6,102,101,-6,1,96
Nc1nc(N)n(-c2ccccc2)c(=Nc2ccccc2)n1,101,107,9,102,89,-5,4,103
O=C(Nc1ccc2c3c(cccc13)CC2)c1ccco1,117,114,10,98,102,-8,5,105
NC(=O)N/N=C/c1ccc(-c2ccc([N+](=O)[O-])cc2)o1,114,100,-1,98,103,-7,21,101
CCOc1ccc(NC2=CC(=O)CCC2)cc1,111,122,-9,109,99,4,40,108
Cc1ccc(Cn2c(SCC(N)=O)nc3c2c(=O)n(C)c(=O)n3C)cc1,106,104,-12,104,100,2,2,97
Cc1cccc(C(=O)Oc2cccc3c(O)cccc23)c1,110,107,-2,103,94,-11,23,101
COc1ccc2oc(C(F)(F)C(F)(F)F)cc(=O)c2c1,103,99,11,97,102,0,-1,102
Cc1ccc(S(=O)(=O)c2nc(S(=O)(=O)c3ccccc3)sc2N2CCN(CCO)CC2)cc1,93,112,2,122,111,3,-2,108
COc1ccccc1C1CC(c2ccc(Cl)cc2)Nc2nc(N)nn21 (stereo unspecified),102,103,6,94,103,2,-1,99
Cc1ccc(OCC(=O)Nc2cccc(S(=O)(=O)N3CCCCCC3)c2)c([N+](=O)[O-])n1,89,96,6,89,102,6,-1,99
N#C/C(=N\Nc1ccc(F)cc1)C(=N)N1CCCCCC1,96,98,2,100,96,-12,3,89
CN(CC(=O)O/N=C(\N)c1ccc(Br)cc1)S(=O)(=O)c1ccccc1,93,100,0,97,96,8,1,99
Cc1nc2c(-c3ccc(F)cc3)c(C)nn2c(C)c1CCC(=O)N1CCN(c2ccccn2)CC1,101,93,0,90,97,-4,0,103
COc1ccc(C(CC(=O)O)NS(=O)(=O)c2ccc3c(c2)NC(=O)CO3)cc1 (stereo unspecified),95,101,1,94,97,-1,-1,99
Cc1cccc(NC(=O)COC(=O)CCc2ccc(S(=O)(=O)N3CCOCC3)cc2)c1C,108,100,-7,100,104,8,8,96

mol,LAP4-GFP MLPCN,MEP2 TOR yeast,procasp7 counter,CIT2-GFP yeast,AGP1-GFP MLPCN,proCasp3 act,AHR act,RPL19A-GFP yeast
CC(NC(=O)CCN1C(=O)c2ccccc2C1=O)c1ccc2c(c1)CCCC2 (stereo unspecified),90,96,-5,95,96,9,-3,103
Cc1cc(OCC(=O)NN2C(=O)c3ccccc3C2=O)ccc1Cl,89,104,6,93,100,0,5,99
CCCCOC(=O)CSc1nc2ccccc2o1,132,123,1,105,120,-8,-1,110
CC1(c2ccc(OCC(N)=O)cc2)NC(=O)NC1=O (stereo unspecified),95,102,5,98,98,0,1,104
CSCCC(NC(=O)c1ccccc1)C(=O)NNC(=O)c1ccccc1 (stereo unspecified),94,98,0,87,94,8,2,96
COc1ccc(NC(=O)CS(=O)c2ccc(Br)cc2)cc1 (stereo unspecified),100,101,8,94,100,2,4,97
CC1(C)Cc2nc(-c3ccccc3)nc(SCC(O)CO)c2CO1 (stereo unspecified),104,101,3,100,101,5,-1,101
CC1(C)CC(=O)C2=C(C1)N(Cc1ccco1)C(=O)C2(NC(=O)C1CCCCC1)C(F)(F)F (stereo unspecified),96,102,3,·,105,-3,-2,103
C[C@@]12CCC3[C@@](CCC4[C@@]3(C)CCC[C@@]4(C)C(=O)NC3CCCCC3)(CC1=O)C2 (stereo partly specified),112,91,-2,82,80,4,-2,94
CCOC(=O)Cc1csc(NC(=S)NC(=O)c2cccc([N+](=O)[O-])c2)n1,105,110,-7,106,100,1,3,106
COc1ccccc1NC(=O)Cn1nc(-c2ccncc2)nc1SCC(=O)NC1CCCC1,93,99,6,100,86,1,7,94
CCc1cc(C(=O)NC2CCCc3c2cnn3-c2cccc(C)c2C)n(C)n1 (stereo unspecified),101,108,6,96,100,5,-8,103
CC(C)c1onc(C(=O)N(C)Cc2ccccc2)c1[N+](=O)[O-],99,102,8,94,99,-6,-3,100
O=C(CN1CCCCC1)N1CCN(c2ccccc2)CC1,93,101,-5,104,101,9,2,104
COc1ccc(CCNC(=O)C(=O)NCC2CCNCC2)cc1OC,117,107,-4,104,107,7,-1,107
CC(C)(CNC(=O)Cc1ccc(Cl)cc1Cl)N1CCOCC1,115,99,-9,96,106,9,-2,101
COc1ccccc1/C=C/CN1CCC(CO)(Cc2ccccc2)CC1,104,105,6,107,104,1,7,101
Cc1ccc(C23CC4CC(CC(C(=O)NN)(C4)C2)C3)cc1,96,96,·,101,95,·,·,105
NC(=O)c1cc(-c2ccccc2)sc1NC(=O)CN1CCCCC1,89,101,-2,101,93,-7,-8,105
CCc1nnc(NC(=O)c2c(-c3ccccc3)noc2C)s1,88,101,-11,96,95,2,4,108

mol,LAP4-GFP MLPCN,MEP2 TOR yeast,procasp7 counter,CIT2-GFP yeast,AGP1-GFP MLPCN,proCasp3 act,AHR act,RPL19A-GFP yeast
O=C(O)CC1Sc2ccccc2NC1=O (stereo unspecified),96,102,-6,101,103,6,10,98
COc1cc(OC)cc(C(=O)NCCNc2nc3cc(C)cc(C)c3cc2C#N)c1,85,102,9,98,91,10,3,94
Cc1ccc(C(=O)Cn2c(C(=O)/C=C/c3ccccc3)nc3ccccc32)cc1,99,95,12,100,110,1,-3,101
COc1ccccc1C(=O)NCCC(=O)Nc1ccc(S(=O)(=O)N2CCC(C)CC2)cc1,94,101,6,97,107,9,-4,101
O=C(NC1CCCCCC1)c1cc2ccccc2oc1=O,92,105,-6,98,96,0,-2,104
O=C(c1ccccc1)N1CCCCC(S(=O)(=O)c2ccccc2)C1=O (stereo unspecified),96,92,-6,68,76,9,0,107
CC(C)[C@H](NC(=O)c1ccccc1F)C(=O)NCc1ccc(S(N)(=O)=O)cc1,105,105,-2,96,103,3,1,100
CN(C)c1ccc(C2NC(=O)c3ccccc3N2)cc1 (stereo unspecified),94,104,-9,85,86,4,9,101
CCOc1ccc(NC(=O)C2CC(=O)N(C)C(=Nc3ccc4c(c3)OCO4)S2)cc1 (stereo unspecified),92,98,11,93,98,8,-1,94
O=C(CCNS(=O)(=O)c1ccc(Br)cc1)N1CCN(c2ccccc2O)CC1,101,100,5,94,105,7,-1,95
CN(CCO)CCC(=O)NC1(C)CS(=O)(=O)CC1S(=O)(=O)O (stereo unspecified),111,93,10,102,105,3,-1,96
Cc1ccc(C(=O)N2CCN(C(=O)c3ccco3)CC2)cc1NC(=O)c1ccco1,92,89,4,95,97,0,-7,100
Cc1cccc(N(C(=O)C(F)(F)F)C(C(=O)NC2CCCCC2)c2cccs2)c1 (stereo unspecified),99,105,2,101,109,6,0,99
CN(CC(=O)NCc1ccc2c(c1)OCO2)S(=O)(=O)c1ccc(F)cc1,95,103,10,103,107,-3,-1,101
O=C(c1cc(-c2ccccc2Cl)on1)N1CCN(C(=O)c2ccco2)CC1,106,109,-1,98,102,5,3,98

3 entries out of the list above, sorted by the number in MEP2 TOR yeast, high to low:
smiles	LAP4-GFP MLPCN	MEP2 TOR yeast	CIT2-GFP yeast	AGP1-GFP MLPCN	proCasp3 act	AHR act	RPL19A-GFP yeast
O=C(O)CC1Sc2ccccc2NC1=O (stereo unspecified)	96	102	101	103	6	10	98
O=C(CCNS(=O)(=O)c1ccc(Br)cc1)N1CCN(c2ccccc2O)CC1	101	100	94	105	7	-1	95
Cc1ccc(C(=O)N2CCN(C(=O)c3ccco3)CC2)cc1NC(=O)c1ccco1	92	89	95	97	0	-7	100

High-throughput results as filed in PubChem.
